# Hsp70 displacement: Hsp70 inhibitors, probe displacement, primary screen, biochemical, fluorescence polarization (AID 583); displacement, % at 20 µM, or IC50 in µM where a hit was titrated; Hsp70 fluorescence polarization probe displacement, mP; higher % means a stronger effect; actives 0.06% (n = 140,000); in the data active = displacement above about 50%;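 note: plate controls were vehicle for no effect and reference ligand for full effect; a part of the inactive calls stands beside numbers as strong as those of hits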
# Rat MKP-3 inhibitors: inhibition of rat DUSP6 enzyme activity – biochemical, in vitro, primary screen (AID 425); recombinant MKP-3 phosphatase activity, fluorescence; higher % means a stronger effect; inhibition, % at 20 µM; hits with a dose series show IC50 in µM; actives 0.17% (n = 110,000); in the data active = inhibition above about 50%;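 note: plate controls were vehicle for no effect and reference inhibitor for full effect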
# * = called active by the depositor; / = not tested or not shown; & = joins results of further samples. This is a subset; the hit share may differ from the screen's.
No.	SMILES	Hsp70 displacement	Rat MKP-3 inhibitors
1	COc1ccc(C2C3=C(N=C4SCC(=O)N42)c2ccccc2CC3)cc1 (centres undefined)	-3.4%	0.6%
2	CC(=O)N1CCN(Cc2ccc(Br)s2)CC1	-0.8%	-5.5%
3	COc1ccc2[nH]c(=O)c(CN(Cc3cccs3)Cc3nnnn3Cc3ccccc3)cc2c1	2.4%	/
4	Cc1cc(C)n(-c2cc(-c3ccccc3)nc(-c3ccc(Br)cc3)n2)n1	2.1%	-2.2%
5	O=C1CC(N2CCN(c3ccc(C(=O)c4ccc(F)cc4)cc3)CC2)C(=O)N1 (centres undefined)	-3.4%	-4.7%
6	Cc1ccc2nc3sc(C(=O)N4CCOCC4)c(N)c3cc2c1	-5.9%	-8.9%
7	O=C(Nc1nncs1)c1ccccc1Br	1.9%	-8.6%
8	N#CCOc1ccccc1/C=C1/Sc2ccccc2C1=O	8.4%	-0.5%
9	O=C(Nc1nc(-c2ccc(F)cc2F)cs1)c1c(F)cccc1F	-0.8%	-0.1%
10	CCN1C(=O)c2cccc3c(S(=O)(=O)NCCCN4CCOCC4)ccc1c23	0.0%	-0.9%
11	CCOC(=O)c1c(NC(=O)COc2ccc(Cl)cc2)sc(C(=O)N2CCCCC2)c1C	5.0%	-0.2%
12	COc1cccc(C2N(c3cccc(Cl)c3)C(=O)C3CCCN32)c1OC (centres undefined)	-3.7%	-2.1%
13	O=C(N/N=C/c1cccc([N+](=O)[O-])c1)c1cc(-c2ccc(Cl)cc2)n[nH]1	4.6%	18.1%
14	C#Cc1cccc(NC(=O)c2cccc(N3C(=O)c4ccc(Oc5cccc([N+](=O)[O-])c5)cc4C3=O)c2)c1	/	6.1%
15	Cc1cc(NC(=O)c2ccccc2I)ccc1NC(=O)c1ccccc1	1.0%	-0.5%
16	COc1cc(/C=N/n2cnnc2)ccc1OCc1cccc2ccccc12	-6.3%	4.0%
17	CCOc1ccc(N/C(C)=C/C(=S)Nc2ccccc2)cc1	0.1%	4.5%
18	Cc1cccc(/C(N)=N/OC(=O)c2cccc(Br)c2)c1	2.0%	1.2%
19	O=C(CN1C(=O)NC2(CCCCCCC2)C1=O)N1CCN(C(=O)c2ccco2)CC1	2.6%	/
20	CCCS(=O)(=O)N1CCC(C(=O)NCCCOC)CC1	-2.7%	2.9%
21	Cc1nn(-c2ccc(Cl)cc2)c2[nH]c(=O)c(CNCc3ccc4c(c3)OCO4)cc12	2.2%	-5.5%
22	O=C(Nc1nc2ccccc2n1CCOc1ccccc1)c1ccco1	6.8%	-15.7%
23	Cc1ccc(S(=O)(=O)NC(=O)N2CCCC(C)(C)C2)cc1	2.9%	-2.3%
24	CCc1ccc(NC(=O)CSc2nc3ccc(N)cc3s2)cc1	1.6%	2.4%
25	CCCSc1ccc2nc(NC(=O)OC)[nH]c2c1	-3.5%	-7.1%
26	COC(=O)C1=NN(C(=O)c2ccccc2)C(O)(C(C)(C)C)C1 (centres undefined)	1.6%	0.7%
27	CCc1ccc2oc(-c3ccc(C)c(N)c3)nc2c1	-4.2%	3.8%
28	O=C1NC(Cc2c[nH]c3ccccc23)C(=O)N1CCOc1ccc(F)cc1 (centres undefined)	-1.4%	-10.3%
29	COc1ccc(-n2c(Cc3cccn3C)nnc2SCC(N)=O)cc1	3.1%	-4.3%
30	C=CCn1c(N)cc(=O)nc1SCC(=O)Nc1ccc2ccccc2c1	-1.6%	/

# Some values from the list.
# Hsp70 displacement with C=CCn1c(N)cc(=O)nc1SCC(=O)Nc1ccc2ccccc2c1 = -1.6%
# Rat MKP-3 inhibitors with CCCS(=O)(=O)N1CCC(C(=O)NCCCOC)CC1 = 2.9%
# Rat MKP-3 inhibitors with COc1ccc(-n2c(Cc3cccn3C)nnc2SCC(N)=O)cc1 = -4.3%
# Rat MKP-3 inhibitors with CCc1ccc2oc(-c3ccc(C)c(N)c3)nc2c1 = 3.8%
# Hsp70 displacement with Cc1nn(-c2ccc(Cl)cc2)c2[nH]c(=O)c(CNCc3ccc4c(c3)OCO4)cc12 = 2.2%
# Hsp70 displacement with O=C1NC(Cc2c[nH]c3ccccc23)C(=O)N1CCOc1ccc(F)cc1 (centres undefined) = -1.4%
# Rat MKP-3 inhibitors with COc1cc(/C=N/n2cnnc2)ccc1OCc1cccc2ccccc12 = 4.0%

# Continuation:
No.	SMILES	Hsp70 displacement	Rat MKP-3 inhibitors
31	COc1ccc(OC)c(N(CC(=O)N2CCc3ccccc3C2)S(C)(=O)=O)c1	-6.2%	/
32	O=C(Cn1cnc2ccccc2c1=O)NCC1COc2ccccc2O1 (centres undefined)	1.2%	/
33	Cc1ccc(C(c2sc3nc(C)nn3c2O)N2CCN(c3ccccc3F)CC2)cc1 (centres undefined)	3.4%	0.7%
34	CC1CN(C2CCN(C(=O)c3cccc(Cl)c3)CC2)CC(C)O1 (centres undefined)	-1.8%	/
35	COc1ccc2nc(N3CCOCC3)cc(C)c2c1	-1.6%	/
36	CN(C)c1ccc(/C=C/c2[nH]c(=O)[nH]c(=O)c2[N+](=O)[O-])cc1	9.2%	-3.0%
37	O=C(CCCCC(=O)NCc1cccs1)NCc1cccs1	2.8%	-5.6%
38	COc1ccc(C)cc1NC(=O)c1cccc([N+](=O)[O-])c1C	0.8%	3.4%
39	COCC(N)(c1ccccc1)c1nc2ccccc2n1C (centres undefined)	8.2%	-7.8%
40	Cc1ccc(NC(=O)c2ccc(NS(=O)(=O)c3c(C)noc3C)cc2)cc1C	0.5%	-2.5%
41	CN(CC(=O)Nc1nc2ccc(F)cc2s1)S(=O)(=O)c1ccc(Cl)cc1	-4.7%	/
42	N/C(=N\OC(=O)c1ccc([N+](=O)[O-])cc1)c1ccccc1Cl	1.3%	2.0%
43	O=C(/C=C/Nc1cccc(O)c1)c1ccccc1	-6.1%	-11.1%
44	CCC(C)NC(=O)c1ccccc1NC(=O)CN(c1ccc(OC)cc1)S(C)(=O)=O (centres undefined)	10.5%	/
45	CCC1(C)NC(=O)N(CC(=O)Nc2sc3c(c2C(N)=O)CCC3)C1=O (centres undefined)	3.9%	4.4%
46	S=C(Nc1ccccc1)N1N=CCC1c1ccccc1 (centres undefined)	0.3%	/
47	O=C(CCCCn1c(=S)[nH]c2ccsc2c1=O)NCc1ccco1	0.6%	-5.9%
48	CN1CCN(S(=O)(=O)c2ccc(Oc3ccc([N+](=O)[O-])cc3)cc2)CC1	2.6%	-0.2%
49	CCn1c(SCC(=O)N2c3ccccc3CCc3ccccc32)nc2c1c(=O)n(C)c(=O)n2C	-5.4%	1.6%
50	COc1ccc(C(=O)N2CCN(C(=O)c3ccco3)CC2)cc1OC	5.3%&0.0%	-3.0%&3.5%
51	Cc1ccc(NC(=O)C2CC(=O)N(c3ccc(Br)cc3)C2)cc1Cl (centres undefined)	2.1%	1.1%
52	C=C(C)COc1ccc2oc(C)c(C(=O)OCC)c2c1	0.2%	1.7%
53	O=c1c2ccccc2nnn1CSc1nnc(-c2ccc3c(c2)OCO3)o1	-0.6%	-11.1%
54	O=c1[nH]c(=S)c2c(n1-c1ccccc1)CCC2	4.0%	-2.2%
55	Cc1cc(=O)c2n(Cc3ccccc3Cl)nc[n+]2[nH]1	0.6%	-11.0%
56	Cc1ccc(/C(O)=C2\C(=O)C(=O)N(c3ccc(O)cc3)C2c2ccc(F)cc2)cc1 (centres undefined)	4.0%	-1.1%
57	CC(=O)Nc1nc(-c2ccc(C)c(C)c2)cs1	1.9%	2.1%
58	O=C(Nc1nnc(SCc2ccc(F)cc2)s1)c1ccccc1Br	1.9%	-0.7%
59	COc1cc(OC)cc(C(=O)NC2CCCCCCC2)c1	-2.7%	3.7%
60	COc1ccc(CCNC(=O)CSc2nc3c(c(=O)n(C)c(=O)n3C)n2C(C)C)cc1OC	6.0%	-15.6%
61	COC(=O)c1ccc(C(=O)OC)c(N)c1	-2.5%	-12.2%
62	CCC(Oc1ccccc1)C(=O)Nc1cc(Cl)ccc1C (centres undefined)	2.3%	2.5%
63	COc1ccc(NC(=O)C2CC(C)=C(C)CC2C(=O)O)cc1 (centres undefined)	-0.3%	2.4%
64	O=C(NCc1ccco1)C1CC(=O)N(c2ccc(O)cc2)C1 (centres undefined)	2.5%	-9.7%
65	NC(=O)c1ccc(NC(=O)c2cc3ccccc3o2)cc1	-0.2%	2.8%
66	CCC(C)c1ccc(O)c(NC(=O)c2ncn[nH]2)c1 (centres undefined)	3.5%	-6.0%
67	O=C(CSc1nnc(-c2cccnc2)n1-c1ccccc1)Nc1ccccn1	2.8%	-18.9%
68	O=C(Cc1ccc(Cl)cc1)NCc1ccccn1	-2.4%	0.5%
69	Cc1cccc(C)c1OCC(O)Cn1nnc2ccccc21 (centres undefined)	0.7%	/
70	O=C1OCCN1/N=C/c1ccc([N+](=O)[O-])o1	13.6%	/
71	CC1CCCCN1S(=O)(=O)c1ccc2c(c1)oc(=O)n2CC(=O)O (centres undefined)	7.5%	1.5%
72	Cc1cc(-n2cc(Br)c(=O)[nH]c2=O)nc(-c2ccccc2)n1	0.7%	2.5%
73	Cc1ccccc1C(=O)Nc1ccccc1C(=O)Nc1ccc(C(=O)O)cc1	-1.3%	2.9%
74	COc1ccc(-c2cc(C(=O)NCc3ccc(C)cc3)c3ccccc3n2)cc1	2.2%	0.6%
75	CC(=O)c1cc2c(cc1NC(=O)C1CC1)OCO2	0.8%	/
76	CC1(C)Oc2ccc3ccc(=O)oc3c2-c2cnoc21	5.4%	-8.2%
77	CC(CCCC(C)(C)O)CC1OCCO1 (centres undefined)	2.4%	-1.5%
78	Cn1c(=O)c2c(nc(SCCCO)n2Cc2ccccc2Cl)n(C)c1=O	3.6%	0.6%
79	COC(=O)Cc1[nH]nc2c1C(c1c[nH]c3ccccc13)C(C#N)=C(N)O2 (centres undefined)	5.8%	-5.4%
80	Cc1ccc(S(=O)(=O)N2CCN(c3ccc([N+](=O)[O-])c(NCc4ccccc4)c3)CC2)cc1	3.0%	1.9%
81	Cc1ccc(NCC(=O)N/N=C\c2ccc(OC(=O)c3ccccc3Cl)cc2)cc1	-1.4%	0.1%
82	CCSC(C)CC1C/C(=N/O)c2c(CC)noc2C1 (centres undefined)	4.2%&-1.5%	-15.3%&0.1%
83	COc1ccc2c(c1)Sc1ccccc1N2CCN(C)C	2.6%	-7.7%
84	CCOC(=O)c1ccc(NC(=O)CN(c2cc(OC)ccc2OC)S(C)(=O)=O)cc1	-1.8%	-2.9%
85	Cn1c(/C=N/Nc2nc3ccccc3[nH]2)nc2ccccc21	-6.1%	0.0%
86	COC(=O)c1ccc(C2c3c(oc4cc(C)c(C)cc4c3=O)C(=O)N2CCCN(C)C)cc1 (centres undefined)	1.5%	-8.1%
87	COC(=O)c1ccc(C(=O)OC)c(NC(=O)C2CC3CCC2C3)c1 (centres undefined)	-0.8%	4.0%
88	Cc1ccc(Oc2ccc(OCC(=O)NC(C)C(=O)O)cc2)cc1 (centres undefined)	0.0%	-3.7%
89	CC(=O)N1CCN(c2ccc(NCc3ccc(C(C)C)cc3)cc2)CC1	-1.5%	-18.3%
90	N#C/C(=C/c1ccc(I)o1)c1ccc(Cl)cc1	-14.7%	4.1%

# (next part)
No.	SMILES	Hsp70 displacement	Rat MKP-3 inhibitors
91	COc1cc2c(cc1OC)-c1nnc(C)n1C1(CCCC1)C2	-0.3%	3.7%&-1.3%
92	CC1CCN(S(=O)(=O)c2cccc3ccccc23)CC1	2.1%	0.3%
93	Cc1cccc(C(=O)Nc2sc3c(c2C(=O)O)CCC3)c1	-1.6%	0.3%
94	CCOc1cccc(C(=O)Nc2cccc(-c3nc4ncccc4o3)c2C)c1	0.5%	-2.9%
95	Cc1nccn1CC(O)COc1ccccc1 (centres undefined)	-3.7%	/
96	CC(C(=O)NC1=NCCS1)N1C(=O)C2CC=CCC2C1=O (centres undefined)	-3.8%	-18.7%
97	COCCCn1c(=NC(=O)c2ccncc2)c(C#N)cc2c(=O)n3cccc(C)c3nc21	11.8%	-5.2%
98	COC(=O)COc1ccc(/C=C2\C(=O)NC(=S)N(c3ccc(C(C)C)cc3)C2=O)cc1OC	3.2%	4.4%
99	CN1/C(=C/C2CC(=O)N(c3ccc([N+](=O)[O-])cc3)C2=O)C(C)(C)c2ccccc21 (centres undefined)	-5.6%	/
100	O=C(Nc1cccc(C(F)(F)F)c1)C1C2C3CCC(C3)C12 (centres undefined)	0.3%	-2.2%
101	CCOc1ccc(NC(=O)CSc2nnc(C)n2CC2CCCO2)cc1 (centres undefined)	6.8%	/
102	Cc1nn(CC(=O)NCc2ccccc2)c(=O)c2ccccc12	-2.3%&-1.5%	-3.9%&4.4%
103	Cc1nc2sccn2c(=O)c1CCN1CCC(=C(c2ccccc2)c2ccc(F)cc2)CC1	-7.1%	12.3%
104	CCOC(=O)CNC(=O)Cn1cnc2c(nnn2-c2cccc(Cl)c2)c1=O	-2.0%	-5.1%
105	Cc1ccc(C)c(N(CC(=O)NCCC2=CCCCC2)S(C)(=O)=O)c1	7.0%	/

# Reformatted: five of the compounds above.
92: CC1CCN(S(=O)(=O)c2cccc3ccccc23)CC1
93: Cc1cccc(C(=O)Nc2sc3c(c2C(=O)O)CCC3)c1
94: CCOc1cccc(C(=O)Nc2cccc(-c3nc4ncccc4o3)c2C)c1
95: Cc1nccn1CC(O)COc1ccccc1 (centres undefined)
96: CC(C(=O)NC1=NCCS1)N1C(=O)C2CC=CCC2C1=O (centres undefined)
entry no. | 92 | 93 | 94 | 95 | 96
Hsp70 displacement | 2.1% | -1.6% | 0.5% | -3.7% | -3.8%
Rat MKP-3 inhibitors | 0.3% | 0.3% | -2.9% | / | -18.7%

# More records.
No.	SMILES	Hsp70 displacement	Rat MKP-3 inhibitors
106	S=C(NCc1ccco1)NC1CCCC1	1.9%	1.1%
107	O=C(Nc1ccc(Cl)c(Cl)c1)OCCNC(=O)c1cccc(Cl)c1	0.0%	/
108	CCn1c(SCc2nc3ccccc3[nH]2)nnc1-c1ccncc1	-10.3%	-6.0%
109	O=C(CSc1nnc(-c2cccnc2)n1Cc1ccco1)c1ccccc1	4.4%	-4.8%
110	O=[N+]([O-])c1ccccc1S(=O)(=O)Nc1ccc(S(=O)(=O)N2CCOCC2)cc1	-5.3%	4.1%
